CaV13 FRET inh = Primary screen for inhibitors of IQ motif and Ca2+-dependent inactivation inhibitor domain binding in CACNA1D, Förster resonance energy transfer in living cells, …; AID 743397; inhibition, % at 12.3 µM; HEK cells, CFP/YFP FRET ICDI-IQ, plate reader, 10 min; percent FRET-ratio fall versus neutral wells; actives 0.098% (n = 340,000);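 active = mean replicate inhibition of at least 30% and at least 1% of replicates passing that level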;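 note: 0% = median of the neutral control wells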
N-glyco inh = blocks N-linked glycosylation in D54 reporter cells; D54 ERlucT glycosylation luciferase reporter, 24 h; percent of 100 nM tunicamycin response; reporter increase, % at 12.5 µM; actives 0.23% (n = 360,000); AID 588692;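 active = mean luciferase reporter signal, scaled so untreated is 0 and the glycosylation-blocking control 100, at or above a set limit in every replicate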;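 note: luciferase carries N-glycosylation sites so blocking glycosylation raises the light; 0% = median of neutral control wells and 100% = median of 100 nM tunicamycin wells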
Cardio protect = modulators protecting cardiomyocytes from myocardial damage; H9c2 cardiomyocytes, H2O2 injury protection, ATPLite, 2 h; protection from H2O2 cell death, % at 20 µM; actives 0.63% (n = 360,000);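 active = compounds giving at least 50% protection of heart cells from peroxide-induced death in the single-dose screen, raw or plate-pattern-corrected value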;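 note: 0% = DMSO wells with peroxide and 100% = DMSO wells without peroxide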
ABCB6 inh MLPCN = human ABCB6 transporter inhibition; actives 0.19% (n = 360,000); Q9NP58; fluorescence ratio to DMSO, % at 10 µM; K562-ABCB6 porphyrin accumulation, flow cytometry, 1 h; active compounds read low; AID 602162;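 active = fluorescence ratio to DMSO below 75%, the collection mean minus 3 SD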;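 note: signal is porphyrin accumulated inside mitochondria; 100% equals median channel fluorescence of DMSO control wells; lower ratio means ABCB6 inhibition with less porphyrin fluorescence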
aDG glyco act = increases alpha dystroglycan glycosylation; activation, % at 10 µM; Pro5-aDG cells, alpha-DG glycosylation AlphaScreen (IIH6); 0% Pro5, 100% B10-LARGE cell signal; actives 0.22% (n = 360,000);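 active = activation of at least 8% versus controls, or a plate z-score of at least 8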;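 note: Pro5 are CHO cells carrying HIG-tagged alpha-DG that lacks glycosylation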
MC4R antagonist = human MC4R antagonism in cAMP assay; P32245; MC4R-expressing cells, MTII-stimulated cAMP, LANCE TR-FRET; inhibition, % at 6.5 µM; actives 0.48% (n = 360,000);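 active = inhibition above its plate's cutoff, the mean of tested wells on that plate plus 3 SD, cut at about 29% in these data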;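 note: 0% = Melanotan II alone and 100% = Melanotan II plus saturating MCL0020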
Target sequence (P32245 whole entry, looked up): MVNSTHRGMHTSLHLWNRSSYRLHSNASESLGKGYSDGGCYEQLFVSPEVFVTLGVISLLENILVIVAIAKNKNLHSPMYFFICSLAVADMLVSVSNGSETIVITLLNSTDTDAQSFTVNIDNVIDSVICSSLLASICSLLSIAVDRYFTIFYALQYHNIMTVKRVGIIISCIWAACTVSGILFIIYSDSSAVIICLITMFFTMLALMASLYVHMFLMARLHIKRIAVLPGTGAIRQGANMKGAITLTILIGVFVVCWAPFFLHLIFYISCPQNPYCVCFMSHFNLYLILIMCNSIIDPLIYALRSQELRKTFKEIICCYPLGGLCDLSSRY
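System – human MC4R-expressing U2OS cells · Also added – Melanotan II · Dosing – one concentration, 6.5 µM nominal · Timing – 30-min compound, 1-h challenge, 1-h detection, room temperature · Measured by – Eu-cAMP/anti-cAMP TR-FRET, emission 671 nm · Replicates – singlicate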
MC4R barr agon = activates human MC4R beta-arrestin recruitment; P32245; U2OS MC4R beta-arrestin complementation, luminescence; percent of melanotan II response, DMSO zero; activation, % at 8.9 µM; actives 0.98% (n = 360,000); AID 540308;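 active = activation above a per-plate cutoff, the mean activation of sample wells on that plate plus 3 SD, cut at about 8% in these data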
HTR2A ag = activates the mouse 5-HT2A serotonin receptor | P35363 | CHO-K1 mHTR2A beta-arrestin complementation, luminescence; percent of 30 µM serotonin response | activation, % at 7.6 µM | actives 0.66% (n = 360,000);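 active = activation above a run cutoff, the mean activation of all tested compounds plus 3 SD, cut at about 14% in these data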;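 note: 0% = plate median of compound wells and 100% = 30 µM serotonin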
Target sequence (P35363 whole entry, looked up): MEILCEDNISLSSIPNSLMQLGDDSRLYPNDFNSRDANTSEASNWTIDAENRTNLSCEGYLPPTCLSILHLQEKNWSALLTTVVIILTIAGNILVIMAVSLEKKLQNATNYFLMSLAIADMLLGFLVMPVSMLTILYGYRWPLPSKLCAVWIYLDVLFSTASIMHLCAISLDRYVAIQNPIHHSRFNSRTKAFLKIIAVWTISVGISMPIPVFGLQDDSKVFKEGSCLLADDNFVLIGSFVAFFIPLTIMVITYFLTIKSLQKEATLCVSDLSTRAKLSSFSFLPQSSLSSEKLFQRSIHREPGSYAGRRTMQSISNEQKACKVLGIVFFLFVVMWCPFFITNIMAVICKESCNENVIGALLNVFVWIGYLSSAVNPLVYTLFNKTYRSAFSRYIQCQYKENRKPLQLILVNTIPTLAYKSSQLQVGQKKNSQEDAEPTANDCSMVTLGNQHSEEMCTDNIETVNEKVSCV
PDI turbidity = blocks human protein disulfide isomerase activity; PDI insulin aggregation turbidity, A650, 90 min; inhibition, % at 10 µM; actives 0.052% (n = 350,000); AID 588391;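 active = mean inhibition across replicates of 30% or more, whatever share of single replicates reach that level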;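 note: absorbance from insulin aggregation driven by PDI reduction with DTT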
Vif inh = HIV Vif inhibition; HEK293T cells, Vif self-association by quenched fluorescence, imaging, 24 h; actives 0.35% (n = 340,000); inhibition, % at 7.49 µM; in the data active = inhibition above about 50%, passing the limit was not always enough; note: some results filed as inactive read as strong as hits
Numbers without * were called inactive; . = no result given.

SMILES	CaV13 FRET inh	N-glyco inh	Cardio protect	ABCB6 inh MLPCN	aDG glyco act	MC4R antagonist	MC4R barr agon	HTR2A ag	PDI turbidity	Vif inh
CC(=O)Nc1ccc(CNc2nc3cc(-c4ccccc4C)sc3c(=O)n2C)cc1	-5	2	9	99	-0.2	7	-2.8	2	-5	-11
COc1ccccc1NS(=O)(=O)c1cccc(C(=O)N/N=C/c2ccc([N+](=O)[O-])o2)c1	-13	1	1	114	1.5	-8	2.5	-7	0	-4
O=C(CSc1ncn[nH]1)Nc1ccc(Br)cc1Br	-6	0	2	92	-0.1	-4	-0.9	2	-2	0
C(#CC1CCCCC1)c1ccc2c(c1)COc1c3ccccc3nn1-2	-5	-7	-7	97	-0.4	4	-2.3	-1	-4	-1
COc1ccc(Cc2c(-c3ccc(C)cc3)nc3c4ccccc4ccn23)c(C)c1	-7	-1	-10	105	0.6	.	.	-2	.	15
CCc1ccc(NC(=O)CSc2nc3ncc(Br)cc3[nH]2)cc1	-2	-1	-14	90	0.2	-2	0.7	-1	0	-5
CC1(C)CC(=O)C2=C(C1)N(c1ccccc1)C(N)=C(C#N)C2c1ccccc1 (stereo not drawn)	-5	0	10	99	0.0	6	3.5	0	-2	-1
O=C(COC(=O)/C=C/c1ccccc1Cl)NC(=O)NCc1ccccc1	-7	0	2	97	0.4	-2	8.4*	3	-2	9
COc1ccc(NC(=O)C(=O)N/N=C(\C)CC(=O)Nc2ccccn2)c(OC)c1	1	0	0	97	-0.1	-1	0.6	2	-2	-7
CC(C)NC(=O)c1ccc2c(c1)N(CC(=O)NC1CCCCC1)C(=O)C(C)(C)O2	-7	-1	-3	96	0.0	5	0.3	5	-10	1
O=C(CN1CCOCC1)NNc1c2ccccc2nc2ccccc12	-4	1	4	96	2.4	-19	-1.9	-2	1	1
CCCc1cc(N2CCCC(C(=O)Nc3c(OC)cccc3OC)C2)n2ncnc2n1 (stereo not drawn)	-9	0	9	93	-0.2	-1	1.2	-2	-5	.
CCOc1ccc(NC(=O)C2CC(=O)N=C(N)S2)cc1 (stereo not drawn)	-4	1	1	94	-0.1	0	0.8	7	7	4
C[C@@H](O)CNC(=O)c1[nH]cnc1C(=O)Nc1ccc(CNC(=O)OC(C)(C)C)cc1	-5	4	17	96	-0.1	8	-1.4	9	-14	4
CC1(C)CC(=O)C2=C(C1)OC(N)=C(C#N)C2Cc1ccccc1 (stereo not drawn)	-6	0	0	94	0.5	12	-1.6	0	0	-11
CS(=O)(=O)c1ccc(C(=O)NCC(c2ccco2)N2CCCCC2)cc1 (stereo not drawn)	-4	0	-3	91	-0.2	6	-1.7	-1	3	-3
CS(=O)(=O)N(CC(=O)N1CCCC1)c1ccc(F)cc1	-10	2	-2	97	-0.1	-3	-2.2	-1	5	-2
COc1ccc(C(=O)NCC(=O)N2CCc3ccccc3C2)cc1	-5	0	4	96	-0.1	-2	-4.5	-2	3	-1
CC(OC(=O)CCc1nc2ccccc2[nH]c1=O)c1ccccc1 (stereo not drawn)	2	0	0	87	-0.2	-6	-1.4	-1	11	-8
Cc1ccc(C(=O)COc2ccccc2C(=O)Nc2ccccc2)cc1	-4	-3	-12	99	-0.1	23	2.3	0	3	-15
O=C(CSC1=NC(=O)C(c2ccccc2)C(=O)N1)Nc1ccccc1Cl (stereo not drawn)	.	1	-3	96	0.0	7	-0.5	2	6	-5
Cc1ccc(C)c(OCC(=O)NNC(=O)C2CC2)c1	-6	2	3	92	0.6	-4	-1.5	7	8	-2
Clc1cccc(CSc2nnc(-c3ccccn3)n2Cc2ccco2)c1	-6	-3	-1	101	0.0	7	-3.0	1	-4	-15
O=C(NC(=S)Nc1ccc(N2CCOCC2)cc1)c1ccco1	-6	-1	-6	104	0.0	2	-0.4	-1	5	4
O=C(CNC(=O)c1cccc([N+](=O)[O-])c1)NC1CCCc2ccccc21 (stereo not drawn)	-5	0	-5	99	-0.1	9	-3.9	-1	-5	2

Another view of some results above:
SMILES,CaV13 FRET inh,N-glyco inh,Cardio protect,ABCB6 inh MLPCN,aDG glyco act,MC4R antagonist,MC4R barr agon,HTR2A ag,PDI turbidity,Vif inh
CC(=O)Nc1ccc(CNc2nc3cc(-c4ccccc4C)sc3c(=O)n2C)cc1,-5,2,9,99,-0.2,7,-2.8,2,-5,-11
COc1ccc(NC(=O)C(=O)N/N=C(\C)CC(=O)Nc2ccccn2)c(OC)c1,1,0,0,97,-0.1,-1,0.6,2,-2,-7
Cc1ccc(C)c(OCC(=O)NNC(=O)C2CC2)c1,-6,2,3,92,0.6,-4,-1.5,7,8,-2
CCOc1ccc(NC(=O)C2CC(=O)N=C(N)S2)cc1 (stereo not drawn),-4,1,1,94,-0.1,0,0.8,7,7,4

Later entries:
SMILES	CaV13 FRET inh	N-glyco inh	Cardio protect	ABCB6 inh MLPCN	aDG glyco act	MC4R antagonist	MC4R barr agon	HTR2A ag	PDI turbidity	Vif inh
O=C1NC(=O)C(=CC=Cc2ccccc2)S1	-7	-1	-9	101	0.4	-4	-1.3	4	-34	-10
COc1ccc(/C=N/NC(=O)CNC(=O)C2COc3ccccc3O2)cc1OC (stereo not drawn)	-5	-1	7	100	-0.1	3	-1.0	0	6	0
CC[C@]12C(=O)N(C)C[C@H]([C@@H]3C(=O)N(Cc4ccccc4)C(=O)[C@@H]31)N2C(=O)c1ccc(F)cc1	-10	3	4	100	-0.2	15	1.2	1	-3	3
CCCCOC(=O)CCc1nc2ccccc2[nH]1	-5	-3	4	98	-0.1	2	2.4	1	-2	.
COc1cc(C(=O)Nc2ccc3c(c2)OCCO3)c(-n2cnnn2)cc1OC	-4	-1	8	96	0.0	6	-1.0	0	2	7
CN(C)C(=O)CCc1ccc2c3c([nH]c2c1)[C@]1(C)[C@@H](C(=O)N2CCOCC2)C[C@H](CC(=O)NCc2cccc(C(F)(F)F)c2)C(=O)N1CC3	-4	2	1	107	0.1	12	3.3	15*	2	3
CC(=O)N1N=C(c2cccc(Br)c2)OC12CCCC2	-4	2	-17	677	1.6	1	-1.4	5	4	-2
O=C(COC(=O)c1ccc2c(c1)C(=O)N(Cc1ccncc1)C2=O)Nc1cccc2ccccc12	-4	1	-2	92	0.3	-5	-2.5	2	1	4
Cc1cc(C)cc(N(C(=O)C2CCCC2)C2C=CS(=O)(=O)C2)c1 (stereo not drawn)	-9	4	2	98	-0.2	12	1.1	2	-6	-1
CCN(CC)S(=O)(=O)c1ccc(NC2c3ncccc3C(=O)N2Cc2ccccc2)cc1 (stereo not drawn)	-9	-1	4	105	-0.2	0	0.4	-4	-4	7
CN(C)S(=O)(=O)c1cccc(C(=O)NCC(=O)NC2CCN(Cc3ccccc3)CC2)c1	-5	-1	-2	96	-0.1	-6	-2.5	-4	12	9
Cc1cc([N+](=O)[O-])cnc1NC(C)c1ccccc1 (stereo not drawn)	-4	1	4	95	-0.1	-3	-0.2	0	1	1
CC(=O)n1cc([C@H]2C=C(C(N)=O)O[C@@H](OCc3ccc(CO)cc3)C2)c2ccccc21	-7	1	33	96	0.0	12	-1.1	1	12	-7
CCC(=O)NCc1nc2ccccc2n1Cc1ccccc1F	.	1	6	100	0.1	3	-0.7	1	26	8
NC(=O)c1nsc(C(=O)N(c2cccc(F)c2)C(C(=O)NCC2CCCO2)c2c[nH]c3ccccc23)c1N (stereo not drawn)	-7	-3	5	95	0.1	4	-2.0	-2	26	12
COc1ccc(CCNC(=O)c2ccco2)cc1OC	0	0	-4	95	0.2	24	1.2	3	8	14
COc1ccccc1NC(=O)CCCCC(=O)Nc1ccccc1OC	-3	0	2	97	-0.1	9	-0.6	3	-5	-4
Cn1c(=NC(=O)CSCC(=O)N2CCCCC2)sc2ccccc21	.	-1	-1	97	0.1	0	-1.3	1	5	-6
CC1=C(C(=O)OC(C)C)C(c2ccc(C)o2)C(C(=O)OC(C)C)=C(C)N1	-3	-3	-9	97	0.0	3	0.8	-2	6	-2
Cc1ccc(C)c2[nH]c(=O)c(C(c3nnnn3Cc3ccco3)N3CCc4ccccc4C3)cc12 (stereo not drawn)	-5	7	34	114	-0.1	3	-1.4	-3	1	-11
COc1ccc(-n2cnnc2SCC(=O)Nc2ccc(C(N)=O)cc2)cc1	-1	1	0	96	-0.1	21	-2.1	-3	-5	4
CSc1ccc(CN(C)C(=O)CCNS(=O)(=O)c2ccc(C)c(C)c2)cc1	-2	-3	-2	99	0.0	-1	-0.5	0	-7	.
CC(C)Cc1ccc(CN2CCCC(NC(=O)CCCN3CCCC3=O)C2)cc1 (stereo not drawn)	-7	-2	-7	95	0.5	4	-1.3	3	-5	-2
COc1ccc(C)cc1NC(=O)c1nnn(Cc2cccc(F)c2)c1N	-2	-3	-19	90	-0.1	-2	0.8	-7	.	0
COc1ccc(Cc2c(-c3ccccc3)nc3cc(C)c(Br)c(C)n23)c(C)c1	-3	0	-2	94	-0.2	.	.	1	.	.
SMILES	CaV13 FRET inh	N-glyco inh	Cardio protect	ABCB6 inh MLPCN	aDG glyco act	MC4R antagonist	MC4R barr agon	HTR2A ag	PDI turbidity	Vif inh
CCOc1cc(N2CCOCC2)c(OCC)cc1NC(=O)Cc1cn2ccsc2n1	-6	5	12	130	0.0	4	-1.9	5	-14	1
O=C1OC(c2ccc3c(c2)OCO3)=N/C1=C\c1ccc(C(=O)O)cc1	-17	1	9	105	-0.1	1	-2.0	-1	11	.
CNc1nc(N)c([N+](=O)[O-])c(NCc2ccccc2)n1	-2	2	11	99	-0.1	1	-1.6	-2	-2	18
Cc1ccc(C(=O)c2c3ccc(C(F)(F)F)cc3[n+]([O-])n2CCCC(N)=O)cc1	-11	6	-6	104	-0.1	-5	0.1	6	-3	-2
Cn1c(=O)n(CCO)c(=O)c2c1nc(Br)n2Cc1ccccc1	-5	-1	4	101	-0.1	2	-0.6	1	-2	2
CCc1ccccc1NC(=O)N1CCCC(CCC(=O)N(C)CCc2ccccn2)C1 (stereo not drawn)	-18	1	-3	99	0.4	8	-0.7	2	-4	-8
CCc1c(C)nc(N2CCN(c3ccccc3F)CC2)[nH]c1=O	-21	-1	-1	100	0.4	5	-0.3	20*	-7	8
Cc1c(C(=O)OCC(=O)N(C)c2ccccc2)oc2ccccc12	-11	0	-3	98	0.1	6	-0.9	4	-4	.
CCOC(=O)CNC(=O)N1CCCC(Cc2ccccc2)(C(=O)OCC)C1 (stereo not drawn)	-3	1	1	100	-0.1	12	-1.9	9	-3	-10
Nc1ccc(-c2nc3ncccc3o2)c(Cl)c1	-6	-5	-5	106	-0.3	-7	-0.9	3	10	2
COC(=O)Cc1cc(=O)n2[nH]c(C)cc2n1	-4	1	-3	95	-0.1	13	1.1	2	-6	16
O=C(Nc1ccccc1Cl)Nc1cccc2cccnc12	-19	4	-8	92	0.0	2	-1.2	8	2	-6
CN(C)C(=O)COc1ccc(C(=O)/C=C/c2cccnc2)cc1	-7	6	12	101	1.6	4	-1.5	4	4	13
COc1ccc2[nH]cc(CCNC(=O)Nc3ccccc3)c2c1	-4	0	11	97	0.0	-2	-1.4	-1	6	-11
Clc1ccc2c(N/N=C/c3ccc(Br)cc3)ccnc2c1	-3	-6	-19	102	0.3	-2	2.5	-6	-8	-7
O=C(O)CCCC(=O)Nc1c(F)c(F)c(F)c(F)c1F	.	2	-7	103	-0.2	1	-1.5	2	3	12

Screening results from PubChem.
